# From PubChem BioAssay
# CHO-K1 Ca antag: nonselective inhibitor or artifact in parental CHO-K1 cells | inhibition, % at 3 µM | AID 602250 | 360,000 compounds, 0.6% hits | ATP-induced calcium, Fluo-8 fluorescence;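 active means inhibition above a per-plate cutoff, the plate's mean sample inhibition plus 3 SD, cut at about 24% in these data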;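 further: 0% = DMSO plus EC80 ATP and 100% = DMSO alone without ATP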
# CHRM4 antagonist: human M4 muscarinic receptor antagonists, primary screen, CHO cells, Fluo-8 calcium fluorescence. AID 624125, 2012. CHO-hM4 cells, ACh EC80. 360,000 compounds, 0.73% hits. inhibition, % at 3 µM;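 active means inhibition above its plate's cutoff, the mean inhibition of sample wells plus 3 SD, cut at about 27% in these data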;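 further: 0% = acetylcholine EC80 with DMSO and 100% = DMSO without agonist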
# CHO parental Ca: ATP-evoked calcium signal inhibitors, parental CHO, primary screen, counter-screen for OX1R antagonist project, cell-based, fluorescence, Fluo-8 calcium dye; parental CHO-K1, ATP-induced calcium, Fluo-8 fluorescence; inhibition, % at 5.6 µM; AID 463079, 2010; 330,000 compounds, 0.63% hits;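 active means inhibition above that plate's mean sample inhibition plus 3 SD, cut at about 26% in these data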;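 further: 0% = ATP-challenged DMSO wells and 100% = DMSO wells without ATP; some compounds past the cut are filed as inactive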
#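 Assay system – parental CHO cells · Reagent – ATP stimulus · Detection – intracellular calcium via Fluo-8 no-wash fluorescent dye · Evaluation – percent inhibition of ATP-evoked calcium rise, normalized to controls · Controls – ATP wells versus no-ATP DMSO wells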
# OXTR potentiate: human OXTR potentiators, primary screen, fluorescence, CHO-OTR cells, Fluo-8 calcium. Oxytocin receptor (Homo sapiens), P30559. Fluo-8 calcium fluorescence, potentiator mode; 0% = oxytocin EC15, 100% = EC100. activation, % at 3 µM. 320,000 compounds, 0.061% hits;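 active means activation above that plate's cutoff, the mean activation of tested compounds plus 3 SD, cut at about 6.6% in these data, passing the limit was not always enough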;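 further: 100% uses oxytocin at 75 nM as the full agonist control; some results filed as inactive read as strong as hits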
# Target sequence (P30559 whole entry, looked up): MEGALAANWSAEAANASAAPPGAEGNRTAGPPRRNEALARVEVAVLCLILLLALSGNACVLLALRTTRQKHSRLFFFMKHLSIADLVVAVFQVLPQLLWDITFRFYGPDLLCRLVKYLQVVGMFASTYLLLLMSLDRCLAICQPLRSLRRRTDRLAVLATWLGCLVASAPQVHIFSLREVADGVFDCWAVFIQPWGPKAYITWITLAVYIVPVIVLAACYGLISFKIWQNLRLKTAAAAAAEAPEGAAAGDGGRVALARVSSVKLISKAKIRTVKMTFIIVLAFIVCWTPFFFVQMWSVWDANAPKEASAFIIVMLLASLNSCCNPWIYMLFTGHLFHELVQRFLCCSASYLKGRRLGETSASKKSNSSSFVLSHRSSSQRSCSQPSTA
#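 test system = CHO-OTR cells, human receptor | compound = single-point 3.0 µM | schedule = 6 min compound pre-incubation at room temperature, 100 s kinetic read | signal = Fluo-8 no-wash calcium dye fluorescence, excitation 470-495 nm, emission 515-575 nm | repeats = single well per compound, singlicate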
# CHRM1 agonist: human M1 muscarinic receptor agonists, primary screen, Fluo-8 calcium fluorescence, CHO-K1 cells, HTS; Muscarinic acetylcholine receptor M1 (Homo sapiens), P11229; activation, % at 3 µM; AID 588814, 2011; 360,000 compounds, 0.33% hits; CHO-K1 hM1, agonist mode; 0% DMSO, 100% acetylcholine EC100;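 active means activation above the run's mean compound activation plus 3 SD, cut at about 16% in these data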;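 further: peak over basal fluorescence ratio within a 140 s kinetic read after compound addition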
# Target sequence (P11229 whole entry, looked up): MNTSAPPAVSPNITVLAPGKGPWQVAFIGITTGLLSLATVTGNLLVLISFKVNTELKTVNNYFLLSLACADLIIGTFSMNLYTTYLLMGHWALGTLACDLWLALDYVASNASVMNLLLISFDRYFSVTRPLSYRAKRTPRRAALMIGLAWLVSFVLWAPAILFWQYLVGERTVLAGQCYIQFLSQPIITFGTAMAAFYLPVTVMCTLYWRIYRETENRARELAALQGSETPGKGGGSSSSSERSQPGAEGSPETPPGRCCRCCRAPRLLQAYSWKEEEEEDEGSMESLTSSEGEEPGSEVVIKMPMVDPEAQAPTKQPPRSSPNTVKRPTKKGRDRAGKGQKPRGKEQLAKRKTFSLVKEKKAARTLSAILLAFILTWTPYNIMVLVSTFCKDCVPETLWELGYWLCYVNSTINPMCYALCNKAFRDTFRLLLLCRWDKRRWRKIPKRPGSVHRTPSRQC
# CHO-K1 Ca ag: counter-screen for M1 agonists: effect in parental CHO-K1 cells | Fluo-8 calcium fluorescence; scaled to maximal ATP response, vehicle zero | activation, % at 3 µM | 360,000 compounds, 0.48% hits; in the data active means activation above about 15%;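 further: untransfected CHO-K1 host cells lacking M1 receptor as counterscreen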
# CHRM4 agonist: human M4 muscarinic receptor agonists, primary screen, CHO-K1 cells, Fluo-8 calcium fluorescence. activation, % at 3 µM. CHO-K1 hM4/Gqi5; vehicle 0%, full acetylcholine response 100%. 360,000 compounds, 0.14% hits. AID 624127, 2012. Muscarinic acetylcholine receptor M4 (Homo sapiens), P08173;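 active means activation above the run mean over all test wells plus 3 SD, cut at about 32% in these data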;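 further: peak over basal fluorescence ratio per well then scaled between controls; 0% = DMSO wells and 100% = acetylcholine at EC100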
# CHRM1 PAM: human M1 muscarinic receptor positive allosteric modulators, primary screen, CHO-K1 cells, Fluo-8 calcium fluorescence, 1536-well | 360,000 compounds, 0.088% hits | AID 588819, 2011 | Muscarinic acetylcholine receptor M1 (Homo sapiens), P11229 | CHO-K1 hM1, ACh EC20; 0% = ACh EC20, 100% = maximal ACh | activation, % at 3 µM; in the data active means activation above about 19%, passing the limit was not always enough
# CHRM1 antagonist: human M1 muscarinic receptor antagonists, primary screen, CHO-K1 cells, Fluo-8 calcium fluorescence, 1536-well. Muscarinic acetylcholine receptor M1 (Homo sapiens), P11229. CHO-K1 hM1, ACh EC80 antagonist. inhibition, % at 3 µM. 360,000 compounds, 1.3% hits. AID 588852, 2011;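 active means percent inhibition above its own plate's cutoff, namely the mean of that plate's compound wells plus 3 SD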;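 further: peak over basal fluorescence ratio during 140 s after agonist addition; 0% = ACh EC80 plus DMSO and 100% = DMSO alone without agonist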
# Numbers without * were called inactive; / = no result given; & = joins results of further samples.
SMILES,CHO-K1 Ca antag,CHRM4 antagonist,CHO parental Ca,OXTR potentiate,CHRM1 agonist,CHO-K1 Ca ag,CHRM4 agonist,CHRM1 PAM,CHRM1 antagonist
O=C(CC1Nc2ccccc2NC1=O)NC1CCCCC1 (stereo unspecified),12,15,1,-4,-3,0.1,1,-6,7
Cc1cc(C)c(NC(=O)CS(=O)CC(=O)N2CCN(c3ccc(F)cc3)CC2)c(C)c1 (stereo unspecified),9,19,-19,-4,-4,-0.5,2,-5,6
CN(C)/C=C1/Sc2ccccc2C1=O,-2,-2,-4,-3,0,0.6,2,0,-8
CCOc1ccc2nc(Nc3nc(CSc4nnnn4-c4ccccc4)cc(=O)[nH]3)nc(C)c2c1,-2,25,4,1,2,0.6,2,-1,-5
CC(C)(C)c1ccc(C(=O)c2c[nH]c(C(=O)O)c2)cc1,12,-4,0,4,-2,-0.7,1,9,1
Cc1[nH]c2ccccc2c1SCCN,6,-15,2,-1,-4,0.1,1,4,-14
CC(=O)c1cccc(NC(=O)N2CCCC2C(=O)NCc2ccccc2)c1 (stereo unspecified),17,-5,-10,-4,-1,-0.3,2,7,-11
O=C(OCC(=O)N1CCN(C(=O)c2ccco2)CC1)c1ccccc1O,5,3,-2,-8,-2,-0.3,1,5,-8
O=c1cc(O)c(-c2ccccc2Cl)c(Cl)[nH]1,-6,7,-12,1,-2,0.6,1,5,-25
CC1=CC(Cc2ccccc2)N(C)C(C(N)=O)C1 (stereo unspecified),-14,10,/,/,-7,0.7,1,-4,2
O=C(CC[C@H]1O[C@@H](n2ccc(=O)[nH]c2=O)[C@H](O)[C@@H]1O)NCCCc1ccccc1,-14,-13,/,/,-2,0.1,1,3,-23
Cc1cc(C)nc(SCC(CSc2nc(C)cc(C)n2)C(=O)O)n1,-10,11,8,-3,-4,-0.2,1,0,2
CCOC(=O)C(=O)N/N=C/c1cccc(Br)c1,-7,-1,-4,-7,-1,0.2,1,-1,-7
Cn1c(SC/C=C/c2ccccc2)nnc1-c1cccs1,16,15,-14,-1,-5,0.2,0,2,5
CCOCCCNC(=O)C(NC(=O)Cc1c[nH]c2ccccc12)c1ccc(OC)cc1 (stereo unspecified),-9,-7,-3,-1,-5,0.6,0,6,-14
CC(C)C(NC(=O)C1CCC(C(C)(C)C)CC1)C(=O)NCc1cccnc1 (stereo unspecified),2,4,-33,-12,-5,-0.1,1,7,-13
CN1OC[C@@H]2CN[C@H](c3ccc(-c4ccc(C#N)cc4)cc3)C[C@@H]21,3,-2,/,/,-1,0.2,1,1,2
COc1cccc(-n2nnnc2SCC(=O)NCCc2ccc(OC)c(OC)c2)c1,-13,8,-17,-3,3,0.3,2,2,2
COc1cc(-n2c(-c3ccccc3)n[nH]c2=S)c(OC)cc1Cl,-1,-8,-9,5,-9,-0.4,-1,4,10
COc1ccc(C2=CC(=O)CC(C)(C)C2)cc1,-7,8,-4,-1,-14,-1.0,0,-14,13
S=C(Nc1ccccc1)N1CCn2c(nc3ccccc32)C1,-1,-1,-7,-3,-2,1.3,2,8,-9
C/C(=N\NC(=O)C1CCCC1)c1ccc(Cl)cc1Cl,-7,0,/,/,-6,2.4,0,4,-1
CCOc1ccc2[nH]c(=S)sc2c1,-7,-6,/,/,-5,0.0,-1,1,-3
CCN(C(=O)CSc1ncccc1C(=O)Oc1cccc([N+](=O)[O-])c1)c1cccc(C)c1,2,0,-5,-6,-6,3.9,5,-6,6
NC(=O)c1nc(C2CCCCC2)nc2c1[nH]c(=O)n2-c1ccc(F)cc1,0,-15,-5,-6,-1,0.5,0,6,-11
Cc1ccc(S(=O)(=O)Nc2ccc(S(=O)(=O)Nc3nccs3)cc2)cc1C,-6,-4,-1,-2,-2,0.3,0,4,-7
COc1ccccc1CNc1nc(Nc2cccc(-c3cnco3)c2)c2sccc2n1,9,26,/,/,-3,5.3,17,-18,26
CC(C)(C)NC(=O)CSc1nnc(C2CC2)n1Cc1ccccc1,-6,-3,-15,-3,-1,0.2,1,8,-6
COCC1CCCN(Cc2cn[nH]c2-c2cc3ccccc3o2)C1 (stereo unspecified),-1,5,-21,3,-3,0.9,1,3,-2
O=C(CCCn1c(=S)[nH]c2ccccc2c1=O)NC1CCCC1,2,0,-2,6,-2,-0.1,0,1,-3
COCCNC(=O)C1(C)CCCN(Cc2cc(C(F)(F)F)ccc2Cl)C1 (stereo unspecified),-3,2,/,/,-5,0.1,0,-8,5
Cc1cc(C(=O)NC(CC(C)C)C(=O)O)cc(C)c1[N+](=O)[O-] (stereo unspecified),-7,-17,-6,-8,-3,0.0,1,3,-3
COc1cc([N+](=O)[O-])ccc1NC(=O)C[n+]1ccccc1,-8,-1,1,-2,-10,2.9,9,-1,-3
CCCCOc1ccc(S(=O)(=O)NCc2csc(C)n2)cc1,1,-6,-10,-8,-2,8.0,5,-6,12
CC(=O)Nc1ccc(N2CCCC(C)C2)c([N+](=O)[O-])c1 (stereo unspecified),-4,-13,2,0,-7,-0.6,1,12,-8
COc1ccc(N2CCN(C(=O)c3ccc(S(=O)(=O)NCc4ccco4)cc3)CC2)cc1,-7,-4,-4,1,-3,-0.1,2,4,-3
COc1ccc(CNC(=O)c2ccc(-c3c(C)noc3C)c3ccoc23)cc1OC,-5,-18,/,/,1,3.0,6,9,-20
Cc1ccccc1N(CC(=O)NCC1CCCO1)C(=O)CNS(=O)(=O)c1ccc(F)cc1 (stereo unspecified),-11,-10,-8,2,-3,1.6,0,18,-18
O=c1c(O)c(-c2ccc(O)c(O)c2)oc2cc(O)cc(O)c12,-15,-14,-9,21*,7,0.1,1,16,-20
O=C(CN1CCSC1=O)N1CCN(S(=O)(=O)c2ccccc2)CC1,-9,-8,-2,1,0,-0.6,1,14,-10

# Some values from the list:
# CHRM1 PAM result of `COCCNC(=O)C1(C)CCCN(Cc2cc(C(F)(F)F)ccc2Cl)C1` (stereo unspecified) is entered as -8
# CHRM1 antagonist result of `C/C(=N\NC(=O)C1CCCC1)c1ccc(Cl)cc1Cl` is entered as -1
# CHRM1 agonist result of `COc1ccc(N2CCN(C(=O)c3ccc(S(=O)(=O)NCc4ccco4)cc3)CC2)cc1` is entered as -3
# CHRM1 PAM result of `O=c1c(O)c(-c2ccc(O)c(O)c2)oc2cc(O)cc(O)c12` is entered as 16
# CHRM1 agonist result of `Cc1ccccc1N(CC(=O)NCC1CCCO1)C(=O)CNS(=O)(=O)c1ccc(F)cc1` (stereo unspecified) is entered as -3
# CHO-K1 Ca ag result of `COc1cccc(-n2nnnc2SCC(=O)NCCc2ccc(OC)c(OC)c2)c1` is entered as 0.3

# Going on with the list:
SMILES,CHO-K1 Ca antag,CHRM4 antagonist,CHO parental Ca,OXTR potentiate,CHRM1 agonist,CHO-K1 Ca ag,CHRM4 agonist,CHRM1 PAM,CHRM1 antagonist
CCOC(=O)[C@@H]1[C@H]2COc3cc(OC)ccc3[C@@H]2N2C(=O)N(c3ccc(Cl)cc3)C(=O)[C@]12C,-7,12,-21,8,-7,-0.3,1,-6,5
OCc1nnc2c3ccccc3c(-c3ccccc3)nn12,-3,2,-7,-8,-4,0.6,1,-9,17
Cc1ccc(C(=O)Nc2cc(C(F)(F)F)ccc2N2CCCCC2)cc1[N+](=O)[O-],1,-5,-17,-6,-2,-0.5,0,6,-2
COc1ccc(NC(=O)CN(C)C(=O)CSCc2c(C)noc2C)cc1,10,7,0,-13,-4,0.3,0,-5,4
CCCc1nc(SCC(=O)NC2CC2)c2c(C)c(C)sc2n1,17,-15,-9,3,-11,-0.7,1,3,-7
CCOC(=O)C1=C(C)NC(C)=C(C(=O)OCC)C1C(=O)OCC(=O)N1CCC(C)CC1,-9&-7,0&-2,-3&-13,3&-9,-2&-4,-0.5&0.1,0&2,5&8,-9&-21
CCOC(=O)c1[nH]c2ccc(OC)cc2c1C,2,1,-5,-1,-3,1.4,3,6,-3
CC(C)N(C(=O)[C@H]1C[C@H](CC(=O)NCCN2CCOCC2)C(=O)N2CCc3c([nH]c4ccc(Cl)cc34)[C@]12C)C(C)C,-7,-13,-32,/,-7,-0.6,-1,7,-13
COc1cc2c(cc1NC(=O)c1cccc(F)c1)CCCC2,11,4,-16,-7,-8,-0.2,-1,-2,-2
COc1cccc(NC(=O)c2ccc(-n3cccn3)nc2)c1,0,6,-4,-1,-4,1.8,3,11,-10
COc1ccccc1-c1c(C)oc2cc(OC(=O)c3ccco3)ccc2c1=O,-17,3,-12,-9,-1,4.7,5,3,-7
COc1cccc(OCc2cc(C(=O)N3CCCC3c3ccccn3)no2)c1 (stereo unspecified),16,12,-4,-11,-2,1.0,3,-2,6
COc1ccccc1CNC(=O)C(=O)NCC1CCCN1S(=O)(=O)c1cccs1 (stereo unspecified),3,5,-19,1,-5,1.6,7,2,-7
CCC(Sc1nnc(C)s1)C(=O)Nc1nccs1 (stereo unspecified),-8,-7,-11,-6,-2,0.1,0,5,-23
C#CCOCCOCCOCCNc1nc(N2CCN(C(=O)CCCCCCCCCCNC(=O)[C@H](CCCCN)n3cc(C[C@@H](C)CC)nn3)CC2)nc(N2CCN(C(=O)CCCCCCCCCCNC(=O)[C@@H]([C@H](C)O)n3cc(C)nn3)CC2)n1,-10,1,-2,-8,0,6.6,6,6,0
O=C(Nc1ccc([N+](=O)[O-])cc1NC(=O)c1ccccc1)c1ccccc1,0,-3,/,/,1,0.1,3,-3,-7

# An excerpt from above, reduced to CHRM1 PAM:
Compound | CHRM1 PAM
COc1cccc(-n2nnnc2SCC(=O)NCCc2ccc(OC)c(OC)c2)c1 | 2
O=C(CN1CCSC1=O)N1CCN(S(=O)(=O)c2ccccc2)CC1 | 14
CCOCCCNC(=O)C(NC(=O)Cc1c[nH]c2ccccc12)c1ccc(OC)cc1 (stereo unspecified) | 6
CCOC(=O)c1[nH]c2ccc(OC)cc2c1C | 6

# This is a random part of the collection. Share with any hit: about 2.9%.
